# HDAC3 inhib – human HDAC3 inhibition. O15379. recombinant HDAC3, fluorogenic peptide/trypsin coupled, fluorescence. inhibition, % at 8.3 µM. 0.15% of 320,000 active. AID 2718; in the data active = inhibition above about 26%, passing the limit was not always enough; inconclusive = no clear call, values can overlap the other calls
# Target sequence (O15379 whole entry, looked up): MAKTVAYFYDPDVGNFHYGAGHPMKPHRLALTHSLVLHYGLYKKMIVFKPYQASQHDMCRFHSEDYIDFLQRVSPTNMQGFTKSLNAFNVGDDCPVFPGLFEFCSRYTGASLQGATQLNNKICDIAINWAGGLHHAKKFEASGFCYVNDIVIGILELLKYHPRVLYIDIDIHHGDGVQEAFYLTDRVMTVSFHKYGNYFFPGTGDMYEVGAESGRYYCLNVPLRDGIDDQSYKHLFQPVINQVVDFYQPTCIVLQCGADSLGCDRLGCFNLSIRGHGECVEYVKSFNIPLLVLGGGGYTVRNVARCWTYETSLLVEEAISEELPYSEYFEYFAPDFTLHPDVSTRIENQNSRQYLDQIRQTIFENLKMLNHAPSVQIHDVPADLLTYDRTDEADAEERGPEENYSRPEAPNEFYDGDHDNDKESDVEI
# KCNQ1 block – inhibitors of human KCNQ1 potassium channel | P51787 | CHO-K1 KCNQ1, FluxOR thallium flux fluorescence; hits give high values | B-score at 10 µM | 1.3% of 310,000 active | AID 2642;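 active = compounds whose thallium flux B-score, printed positive for inhibition, exceeds three library SD while starting fluorescence stays within three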;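 also: channel opened by potassium depolarization with thallium stimulus after 20 min compound exposure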
# SKKanGAS inh – blocks kanamycin growth of S. pyogenes SKKanGAS strain; BacTiter-Glo, 6 h; inhibition, % at 7.5 µM; 1.3% of 300,000 active;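 active = mean replicate score, as percent of positive control median, at least 50; inconclusive = mean below 50 but one replicate at or above 50; inactive = mean and every replicate below 50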;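 also: strain carries kanamycin resistance gene driven by streptokinase promoter and grows in 40 µg/ml kanamycin; loss of luminescence reflects streptokinase promoter inhibition or plain growth inhibition; 0% = median of DMSO wells and 100% = positive control at its reference dose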
# KCNK9 block – human KCNK9 channel inhibition. HEK293 KCNK9, FluxOR thallium flux fluorescence; hits give low values. B-score at 10 µM. 1.2% of 310,000 active. AID 488922;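 active = ratio B-score over 3 SD below the library mean, with starting fluorescence within 5 SD of its mean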;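 also: negative B-score means less thallium flux so channel inhibition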
# Target sequence (Q9NPC2 whole entry, looked up): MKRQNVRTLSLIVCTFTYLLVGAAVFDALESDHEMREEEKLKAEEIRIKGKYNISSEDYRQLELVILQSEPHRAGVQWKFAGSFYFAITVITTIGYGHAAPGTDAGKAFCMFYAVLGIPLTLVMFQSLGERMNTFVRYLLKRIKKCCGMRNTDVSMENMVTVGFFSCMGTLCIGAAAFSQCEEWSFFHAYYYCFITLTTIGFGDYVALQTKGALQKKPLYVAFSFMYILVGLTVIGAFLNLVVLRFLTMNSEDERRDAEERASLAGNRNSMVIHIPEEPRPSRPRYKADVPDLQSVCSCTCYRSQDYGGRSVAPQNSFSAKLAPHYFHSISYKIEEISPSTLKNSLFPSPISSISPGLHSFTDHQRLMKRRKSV
# KCNQ1 act – human KCNQ1 channel potentiation or activation | CHO-K1 KCNQ1, thallium flux FluxOR fluorescence; hits give high values | AID 2648 | P51787 | B-score at 10 µM | 0.35% of 310,000 active;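 active = fluorescence ratio B-score, a plate-corrected score, at least three library SD, with initial intensity B-score within 5 SD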
#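 Assay system: CHO-K1 cells stably expressing KCNQ1; Medium: assay buffer with matched DMSO; Also added: K+/Tl+ depolarizing stimulus; Dosing: single dose; Timing: dye 90 min, compound 20 min, room temperature; Measured by: kinetic FluxOR thallium fluorescence, 10-s 1-Hz baseline, 110-s post-stimulus read; Read-out: peak-minus-minimum fluorescence over initial fluorescence, negative-control normalized, B-scored.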
# hERG protect – compounds protecting human hERG from proarrhythmic drug block; Q12809; CHO-hERG, FluxOR thallium flux, dofetilide IC70 present; activation (rescue from dofetilide block), less the hit threshold, % at 10 µM; 0.51% of 310,000 active;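 active = activation above the mean of controls blocked by dofetilide plus 5 SD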;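 also: thallium influx through hERG after potassium depolarization seen as dye fluorescence rise; in these data hits start at about 4.7%; inactives centre near -7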
# TMEM16A act – mouse TMEM16A channel activation, primary screen | Q8BHY3 | HEK293 TMEM16A/YFP-H148Q/I152L, iodide quench fluorescence; hits give low values | B-score at 10 µM | 0.3% of 340,000 active;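 active = fluorescence-ratio B-score plate-corrected deviation score at least 3 library SD below zero, with starting fluorescence score within 5 deviations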;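 also: channel opened by trigger with iodide after compound preincubation; score built on the fluorescence ratio of max minus min over baseline; more negative score means more quench and so TMEM16A activation or potentiation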
# RGS4 act – potentiators or activators of RGS4. HEK293 M3R/inducible RGS4, carbachol calcium flux Fluo4; hits give low values. B-score at 10 µM. 0.92% of 310,000 active. AID 463111;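 active = B-score of the integrated calcium signal more than 4 SD below the library mean, with starting fluorescence not abnormally high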;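 also: negative B-score means reduced calcium response which marks RGS4 activation or potentiation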
#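 Material: Inducible-RGS4 HEK293 cells carrying M3 receptor; also added: carbachol at ECmax as muscarinic agonist stimulus; incubation: compound preincubation 20 min at room temperature before agonist; signal: Fluo4-AM (2 µM) calcium-flux fluorescence, kinetic read; measure: integrated calcium ratio converted to B score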
# KCNK3 block – human KCNK3 channel inhibition, primary screen; CHO-KCNK3 thallium flux, FluxOR fluorescence; hits give low values; B-score at 10 µM; 0.84% of 340,000 active; AID 602410;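 active = B-score under library mean minus 4 SD, starting fluorescence ratio at most library mean plus 5 SD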;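 also: more negative B-score means stronger inhibition of thallium flux through KCNK3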
# RGS4 inh – human RGS4 inhibition; B-score at 10 µM; HEK293 M3R/RGS4 inducible, Fluo-4 calcium flux; hits give high values; triggered by carbachol at its EC20; AID 463165; 0.45% of 310,000 active; P49798;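 active = B-score, a plate-corrected calcium signal, over three deviations above library mean, with baseline fluorescence within five deviations of library mean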;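 also: RGS4 expression induced by doxycycline in cells with stable M3 receptor; B-score is computed from the integrated fluorescence ratio over baseline after carbachol; higher B-score means a larger calcium signal and so more RGS4 inhibition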
# Target sequence (P49798 whole entry, looked up): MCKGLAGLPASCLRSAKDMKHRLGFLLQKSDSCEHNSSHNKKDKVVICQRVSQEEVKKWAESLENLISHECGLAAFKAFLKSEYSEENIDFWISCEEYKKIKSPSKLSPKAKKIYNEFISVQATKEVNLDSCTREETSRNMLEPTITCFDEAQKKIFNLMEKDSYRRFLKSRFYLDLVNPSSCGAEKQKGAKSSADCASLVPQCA
# ANO1 block – mouse TMEM16A channel inhibition, primary screen | 1.2% of 310,000 active | normalized B-score (activity score, 25-100; higher = stronger inhibition) at 10 µM | AID 588511 | HEK293 TMEM16A/YFP iodide influx fluorescence, ionomycin | Q8BHY3;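 active = ratio plate-corrected score three or more library SD toward inhibition, starting fluorescence score within five deviations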;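 also: score derived from kinetic fluorescence span divided by baseline fluorescence per well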
# Active calls of the source: *; i = inactive; ? = inconclusive; / = no result given.
SMILES,HDAC3 inhib,KCNQ1 block,SKKanGAS inh,KCNK9 block,KCNQ1 act,hERG protect,TMEM16A act,RGS4 act,KCNK3 block,RGS4 inh,ANO1 block
CS(=O)(=O)c1ccc(C(=O)Nc2cc(S(C)(=O)=O)ccc2Cl)cc1,/,i,-1,i,i,-6,i,i,i,i,i
CC(NC(=O)c1ccc(Cl)cc1)c1nnc(SCc2ccc([N+](=O)[O-])cc2)n1C (stereo not drawn),-2,i,-5,i,i,-7,i,i,i,i,i
C/C=C/Cn1c(Br)nc2c1c(=O)n(C)c(=O)n2C,/,i,2,i,i,-3,i,i,i,i,i
COc1cc(CNCCc2ccc(S(N)(=O)=O)cc2)ccc1OCc1ccc(Cl)cc1,-2,i,-3,i,i,-15,i,i,i,i,i
O=C(CSc1ccccc1)N(c1ccc(Br)cc1)c1nccs1,-5,i,-6,i,i,-8,i,i,i,i,i
COc1ccc(C(=O)/C=C/N2CCCCC2)cc1OC,4,i,-5,i,i,-5,i,i,i,i,i
O=[N+]([O-])c1ccc2nc(CN3CCCCC3)[nH]c2c1,-4,i,12,i,i,-13,i,i,i,i,i
Cc1ccc(NC(=O)CCn2c(=O)[nH]c3ccsc3c2=O)cc1,-1,i,-1,i,i,-5,i,i,i,i,i
COc1cc2ccccc2cc1C(=O)Nc1ccccc1Cl,-3,i,12,i,i,-14,i,i,i,i,100*
O=C(Nc1nnc(S(=O)(=O)N2CCN(c3ccc(F)cc3)CC2)s1)c1ccco1,5,i,41,i,i,-5,i,i,i,i,i

# Next part; it opens with the 2 that closed the last part.
SMILES,HDAC3 inhib,KCNQ1 block,SKKanGAS inh,KCNK9 block,KCNQ1 act,hERG protect,TMEM16A act,RGS4 act,KCNK3 block,RGS4 inh,ANO1 block
COc1cc2ccccc2cc1C(=O)Nc1ccccc1Cl,-3,i,12,i,i,-14,i,i,i,i,100*
O=C(Nc1nnc(S(=O)(=O)N2CCN(c3ccc(F)cc3)CC2)s1)c1ccco1,5,i,41,i,i,-5,i,i,i,i,i
COc1cc(C(O)P(=O)(OC2CCCCC2)c2ccc(N(C)C)cc2)cc(OC)c1OC (stereo not drawn),4,i,-8,i,i,-13,i,i,i,i,i
O=c1[nH]c(NCCO)c(N=Cc2ccccc2)c(=O)[nH]1,-59,i,-1,i,i,0,i,i,i,i,i
CCOC(=O)c1ccc(NC(=O)CCc2nc(-c3ccc(Cl)cc3)no2)cc1,7,i,-19,i,i,-10,i,i,i,i,i
O=C(O)C1CC(=O)N(c2ccc(OCc3ccccc3)cc2)C1 (stereo not drawn),-4,i,-2,i,i,-10,i,i,i,i,i
CCOC(=O)COc1ccc2c(c1)c(C(C)=O)c(C)n2-c1ccccc1,3,i,-6,i,i,-6,i,i,i,i,i
Cc1ccc(-c2c(C(=O)N/N=C/C3CCCCC3)nnn2-c2nonc2N)cc1,-6,i,1,i,i,-6,i,i,i,i,i
Cc1ccc(/C=N/NC(=O)c2nnn(-c3nonc3N)c2-c2ccccc2)o1,4,i,0,i,i,-6,i,i,i,i,i
CN(C)S(=O)(=O)c1ccc(C(=O)NCc2ccccn2)cc1,3,i,/,i,i,-5,i,i,i,i,i
O=C(O)Cc1coc2cc3c(cc12)CCC3,-5,i,0,i,i,-2,i,i,i,i,i
CC(C)(C)OC(=O)N1CCC[C@H]1C(=O)O,-2,i,9,i,i,-1,i,i,i,i,i
CCc1ccc(CNC(=O)C2CCCN(c3nc4ccccc4o3)C2)cc1 (stereo not drawn),4,i,-9,i,i,-10,i,i,i,i,i
CC(=O)c1ccc(N2CCN(c3ccc(S(=O)(=O)NCCN(C)C)cc3[N+](=O)[O-])CC2)cc1,8,i,-1,i,i,-14,i,i,i,i,i
CCn1c(Oc2ccccc2F)nc2c1c(=O)n(C)c(=O)n2C,4,i,22,i,i,-9,i,i,i,i,i
O=C(Nc1ccc2nc3ccccc3nc2c1)c1ccccc1,2,i,10,i,i,-6,i,i,i,i,i
O=C(NNC(=O)c1ccc(SCC2CCCO2)c([N+](=O)[O-])c1)c1ccc(Cl)c([N+](=O)[O-])c1 (stereo not drawn),6,i,14,i,i,-3,i,i,i,i,i
O=C(COC(=O)c1ccc(Cl)c([N+](=O)[O-])c1)Nc1ccccc1OC(F)F,5,i,2,i,i,-9,i,i,i,i,i
N#Cc1ccccc1OCCN1C(=O)c2ccccc2C1=O,-13,i,-1,i,i,3,i,i,i,i,i
O=C(NCc1ccc(Cl)cc1)N1CCN(S(=O)(=O)c2ccccc2)CC1,0,i,-2,i,i,-10,i,i,i,i,i
CCOC(=O)Nc1cc2c(cc1C(C)=O)OCO2,1,i,-5,i,i,-3,i,i,i,i,i
CCOC(=O)c1cccc(N2C(=O)c3ccccc3S2(=O)=O)c1,4,i,-5,i,i,-7,i,i,i,i,i
CCN(CC)S(=O)(=O)c1cc(C(=O)OCC(=O)c2ccc3c(c2)NC(=O)CO3)ccc1F,1,i,0,i,i,-8,i,i,i,i,i
COc1ccc(C(=O)NCCS(=O)(=O)NCc2ccc3c(c2)OCO3)cc1,4,i,-10,i,i,-17,i,i,i,i,i
COc1cc(C(=O)Oc2cc(N)n(S(=O)(=O)c3ccccc3)n2)cc(OC)c1OC,-3,i,-1,i,i,-3,i,i,i,i,i
COc1ccc(N(C(=O)c2ccncc2)S(=O)(=O)c2cccs2)cc1,13,i,-11,i,i,-10,i,i,i,i,i
C=CCSc1nc(NC)c2sccc2n1,3,i,4,i,i,-5,i,i,i,i,i
CCOC(=O)c1ccccc1NS(=O)(=O)c1ccccc1F,1,i,5,i,i,-8,i,i,i,i,i
CC(=O)C1=C(O)C(=O)N(c2ccc(O)cc2)C1c1ccc([N+](=O)[O-])cc1 (stereo not drawn),6,i,24,i,i,-4,i,i,i,i,i
CCn1c(SCC(=O)Nc2nc(C)c(C)s2)nnc1-c1ccco1,0,i,-3,i,i,-9,i,i,i,i,i
O=Nc1c(O)n(Cc2ccc(Cl)cc2Cl)c2ccccc12,4,i,12,i,i,-13,i,i,i,6.6*,i
CSC(=NC#N)N1CCN(c2ccc([N+](=O)[O-])cc2)CC1,1,i,6,i,i,-6,i,i,i,i,i
O=S(=O)(Nc1cc(Cl)ccn1)c1ccc(Cl)cc1,-8,i,1,i,i,-8,i,i,i,i,i
CN1c2ccccc2C(O)=C(C(=S)Nc2ccc(F)c(Cl)c2)S1(=O)=O,2,i,43,i,i,0,i,i,i,i,100*
Cc1cc(Oc2ccccc2)nc(SCC(=O)Nc2ccccc2)n1,5,i,1,i,i,-10,i,i,i,i,i
CC(C)CN(C(=O)c1ccc(S(=O)(=O)N2CCCC2)cc1)C1CCS(=O)(=O)C1 (stereo not drawn),-9,i,2,i,i,-8,i,i,i,i,i
O=C(c1cc(COc2ccc(F)cc2Cl)on1)N1CCCC(c2ccccc2)C1 (stereo not drawn),15,i,-10,i,i,-3,i,i,i,i,i
CCCOP(=O)(OCCC)c1nc(-c2ccccc2)oc1NCc1ccccc1,-21,i,1,i,i,-11,i,i,i,i,i
CCc1ccc(NC(=S)N2CCCC(C(F)(F)F)C2)cc1 (stereo not drawn),/,i,-6,i,i,-9,i,i,i,i,i
O=C(C[C@H]1C(=O)N(CCc2ccccc2)C[C@@H]1Cc1ccccc1)Nc1ccccc1,12,i,0,i,i,-4,i,i,i,i,i
CCCCn1c(SCC(N)=O)nnc1-c1cc(OC)c(OC)c(OC)c1,/,i,-11,i,i,0,/,i,/,i,/
C(#CC1CCCC1)c1ccc2c(c1)COc1c3ccccc3nn1-2,0,i,2,i,i,-13,i,i,i,i,i
CC(NCC(=O)Nc1cc(S(=O)(=O)N2CCOCC2)ccc1Cl)c1ccc(Cl)cc1Cl (stereo not drawn),11,7*,-6,i,i,-13,i,i,i,i,i
O=C(Nc1ccc(N2CCCCC2)cc1)c1ccc(F)cc1F,-5,i,-2,i,i,-6,i,i,i,i,i
OC(CN1C2=NCCN2c2ccccc21)c1ccccc1 (stereo not drawn),2,i,17,i,i,-6,i,i,i,i,i
CCOc1ccc2ccccc2c1/C=N/NC(=O)CNC(=O)C(c1ccccc1)c1ccccc1,-1,i,10,i,i,-4,i,i,i,i,i
CC(=O)c1ccc(NC(=O)C2CCN(S(=O)(=O)c3ccc4c(c3)N(C(C)=O)CCO4)CC2)cc1,?,i,2,i,i,-8,i,i,i,i,i
Cc1ccc(C)c(NC(=O)c2cc(-c3cc(C)ccc3O)n[nH]2)c1,-4,i,2,i,i,-5,i,i,i,i,i
CCOc1cc(/C=C\[N+](=O)[O-])ccc1OCC(=O)N1CCOCC1,-4,i,3,i,i,-20,i,i,i,28*,i
C/C(CC(=O)Nc1ccc(C)c(Cl)c1)=N\NC(=O)Cc1ccccc1,3,i,11,i,i,-11,i,i,i,i,i
O=C(CN1CC(=O)Oc2ccccc21)NCc1ccco1,5,i,-4,i,i,-5,i,i,i,i,i
c1ccc(C(Cc2nc(-c3ccncc3)no2)c2ccccc2)cc1,4,i,13,i,i,-2,i,i,i,i,100*
# Next section
SMILES,HDAC3 inhib,KCNQ1 block,SKKanGAS inh,KCNK9 block,KCNQ1 act,hERG protect,TMEM16A act,RGS4 act,KCNK3 block,RGS4 inh,ANO1 block
O=C(Nc1ccccc1C(=O)N1CCNCC1)c1ccco1,-2,i,-7,i,i,-15,/,i,/,i,i
CC1(C)Cc2c(sc3c2c(N)nc(=S)n3Cc2ccc(Br)cc2)CO1,2,i,0,i,i,-3,i,i,i,i,i
COc1ccc(NS(=O)(=O)c2ccc(NC(=S)NC(=O)C(C)C)cc2)cc1,2,i,-4,i,i,-13,i,i,i,i,25*
Cc1ccc(C(C#N)c2ccc3c(C(F)(F)F)cc(C(F)(F)F)nc3n2)cc1 (stereo not drawn),4,i,10,i,43*,10*,i,i,i,i,100*
O=C(Nc1ccc(C(=O)NCCCN2CCN(c3ccccc3)CC2)cc1)C1=CSCCO1,-4,i,-1,i,i,-10,i,i,i,i,i
Cc1[nH]c2ccccc2c1C(=O)CSc1nc2ccccc2[nH]1,3,i,-6,i,i,-1,i,i,i,i,i
Cc1nnc(OCC(=O)NCCC2=CCCCC2)c2ccccc12,1,i,-6,i,i,-6,i,i,i,i,i
COc1ccc(COC(=O)N/N=C(\C)CC(=O)Nc2ccc(Cl)cn2)cc1,1,i,8,i,i,-11,i,i,i,i,i
COC(=O)c1cc(NC(=O)N2c3ccccc3Sc3ccccc32)cc(C(=O)OC)c1,10,i,3,-6.8*,i,-4,i,i,-9.9*,i,i

# Assay outcomes (PubChem)
